Screens: PubChem BioAssay, Broad Institute
GSIS activator – GLuc luminescence reporter in INS-1E cells, primary screen for activators of glucose-dependent secretion of insulin; INS-1E GLuc reporter insulin secretion, 2-3 h; activation, % at 16.6 µM; 370,000 tested, 0.61% active; AID 743287;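 active means lowest replicate activation of at least 40%, so every replicate reaches that level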;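 further: 0% = median of neutral control wells and 100% = median of IBMX positive control wells; some compounds called inactive have numbers as strong as hits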
Statin myotox sup – protects C2C12 myotubes from simvastatin toxicity. ATP luminescence, 48 h; scaled: DMSO 0, geranylgeraniol control 100. rescue of ATP level, % at 7.49 µM. 330,000 tested, 0.78% active;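 active means mean ATP rescue above about 67%, or every replicate alone reaching that limit, limit read from the data, passing the limit was not always enough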;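 further: myotubes were challenged with 10 µM simvastatin during compound exposure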
Cneo AK release – causes C. neoformans cell lysis; adenylate kinase release luminescence, 4 h; normalised: neutral wells 0, clomiphene wells 100; lysis activity, % at 15 µM; 360,000 tested, 0.2% active;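 active means mean lysis activity across replicates of at least 80%, whatever share of replicates individually reach that level; inactive means mean lysis activity below 80%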
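Schedule: static 4 h at 37 °C with compound, 1 h detection; system: C. neoformans cells; benchmarks: Clomiphene as positive control; buffer or medium: fresh YPD medium; measure: luminescence rise reflecting yeast cell lysis; measured by: luminescent adenylate kinase detection reagent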
miR-122 sensor – inhibitors of miR-122 in Huh7 cells | Huh7 miR-122 Renilla luciferase sensor, 48 h; neutral wells = 0, positive control = 100 | activation (reporter increase), % at 12.5 µM | 340,000 tested, 0.3% active | AID 602342;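 active means mean replicate activation score at least 90 and every replicate individually at or above 90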;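 further: higher luciferase means less miR-122 activity so hits act as miR-122 inhibitors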
PGC1a acetyl inh – lowers PGC1a acetylation signal in U2OS cells | AlphaScreen anti-acetyl-lysine; with virally co-expressed GCN5 acetyltransferase | 350,000 tested, 0.17% active | inhibition, % at 15.6 µM;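 active means every replicate shows inhibition of at least 40%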;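 further: 0% = neutral control wells and 100% = positive control wells; some results beyond the cut were filed as inactive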
PglD DTNB – PglD (C. jejuni) enzyme inhibition | purified PglD enzyme, DTNB colorimetric CoA detection | inhibition, % at 12.5 µM | 360,000 tested, 0.098% active | AID 602405; in the data active means inhibition above about 16%, passing the limit was not always enough; further: strong numbers were not always called active
FN deposit inh – fibronectin deposition inhibition | AH1F fibroblasts, Alexa488-fibronectin deposition fluorescence, overnight | 350,000 tested, 0.086% active | inhibition, % at 12.6 µM;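 active means mean inhibition across replicates of 30% or more, regardless of how many single replicates reach that level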;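 further: positive control wells lacked labelled fibronectin entirely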
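Test system: AH1F fibroblast monolayer depositing Alexa488-labelled fibronectin into matrix. Input: 10000 cells per well. Technique: fluorescence, ex 485 nm, em 525 nm. Buffer or medium: DMEM plus 2% serum, read in PBS. Timing: 1 h cell adhesion before compound, then overnight fibronectin incubation. Compound: single dose, pinned. Read-out basis: inhibition from reduced deposited-fibronectin fluorescence.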
CFTR F508del cor – CFTR F508del correction in bronchial cells; CFBE cells, YFP halide quenching; stimulated with forskolin plus potentiator P3; % fluorescence drop versus neutral controls; activity (quench increase), % at 7.58 µM; 350,000 tested, 0.36% active; AID 720511;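 active means mean added fluorescence quench of at least 8% versus neutral control, with both replicates also reaching 8%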;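 further: cells transiently co-express mutant CFTR-F508del with the halide-sensitive YFP; corrector assay measuring rescue of mutant channel to the surface after 24 h compound exposure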
Numbers without * were called inactive; [ ] = dose if it differs, or a comment. No enrichment for hits; 2.1% or so of the library scored in one or more.

Results for O=C(CSc1nnc2n(C3CCCC3)c(=O)c3ccccc3n12)N1CCCCCC1 ?
Statin myotox sup: -3; Cneo AK release: 0; miR-122 sensor: -8; PGC1a acetyl inh: -22; PglD DTNB: 5

What do the screens show for `CCN1CCCC1CNC(=O)COc1cc(=O)n(C)c2ccccc12` (stereo unspecified)?
Statin myotox sup: 0; Cneo AK release: 0; miR-122 sensor: -5; PGC1a acetyl inh: 12; PglD DTNB: 7; FN deposit inh: 13

Results for CCN(CC)c1ccc(C=Nc2ccc(OC)c(S(=O)(=O)N3CCOCC3)c2)c(O)c1 ?
GSIS activator: 16; Statin myotox sup: -2; Cneo AK release: -1; miR-122 sensor: 6; PGC1a acetyl inh: 5; PglD DTNB: -4; FN deposit inh: 4; CFTR F508del cor: -1.6

Results for CCN1CCN(c2ncnc3c2nnn3Cc2ccccc2)CC1 ?
Statin myotox sup: -28; Cneo AK release: -1; miR-122 sensor: -2; PGC1a acetyl inh: 22; PglD DTNB: -2; FN deposit inh: 2

What do the screens show for `COCC(=O)N1CCCCN2[C@@H](CO)[C@@H](c3ccc(-c4ccc(OC)cc4)cc3)[C@@H]2C1`?
GSIS activator: -9; Cneo AK release: -2; miR-122 sensor: 2[16.7 µM]; PGC1a acetyl inh: -7; PglD DTNB: -5; CFTR F508del cor: 1.6

Results for CO[C@@H]1CN(C)C(=O)c2cc(NS(C)(=O)=O)ccc2OC[C@@H](C)N(C(=O)C2CCCCC2)C[C@H]1C ?
GSIS activator: 1; Statin myotox sup: 9; Cneo AK release: -1; miR-122 sensor: 3[16.7 µM]; PglD DTNB: -2; FN deposit inh: 3; CFTR F508del cor: -0.9

What do the screens show for `CCOc1ccc(/C=C(\C(=O)O)c2ccc(S(=O)(=O)N3CCOCC3)s2)cc1OC`?
GSIS activator: 39; Cneo AK release: -2; PglD DTNB: 4; FN deposit inh: 9

Results for CCOc1ccc(S(=O)(=O)NCCC(=O)N(CC)CC(=O)Nc2c(F)cccc2F)cc1 ?
GSIS activator: -11; Statin myotox sup: -3; Cneo AK release: -2; PglD DTNB: -2; FN deposit inh: -1; CFTR F508del cor: -5.7

What do the screens show for `CC(=O)N(C)C[C@H]1Oc2ncc(-c3cccnc3)cc2C(=O)N([C@@H](C)CO)C[C@@H]1C`?
GSIS activator: 22; Statin myotox sup: -2; Cneo AK release: -8; miR-122 sensor: -5[16.7 µM]; PGC1a acetyl inh: 15; PglD DTNB: -1; FN deposit inh: -9; CFTR F508del cor: 4.7

Results for Cc1cccc(NC(=O)c2cc(-c3cc(C)c(C)cc3O)n[nH]2)c1 ?
GSIS activator: -24; Statin myotox sup: 1; Cneo AK release: 3; miR-122 sensor: -5; PGC1a acetyl inh: 9; PglD DTNB: 1; FN deposit inh: 6; CFTR F508del cor: 5.8

For reference, 3 of the compounds above:
What do the screens show for `CCN1CCCC1CNC(=O)COc1cc(=O)n(C)c2ccccc12` (stereo unspecified)?
Statin myotox sup: 0; Cneo AK release: 0; miR-122 sensor: -5; PGC1a acetyl inh: 12; PglD DTNB: 7; FN deposit inh: 13

Results for CCN(CC)c1ccc(C=Nc2ccc(OC)c(S(=O)(=O)N3CCOCC3)c2)c(O)c1 ?
GSIS activator: 16; Statin myotox sup: -2; Cneo AK release: -1; miR-122 sensor: 6; PGC1a acetyl inh: 5; PglD DTNB: -4; FN deposit inh: 4; CFTR F508del cor: -1.6

Results for CCN1CCN(c2ncnc3c2nnn3Cc2ccccc2)CC1 ?
Statin myotox sup: -28; Cneo AK release: -1; miR-122 sensor: -2; PGC1a acetyl inh: 22; PglD DTNB: -2; FN deposit inh: 2

Following part
Results for Cc1cc(C(=O)OCC(=O)Nc2c(Cl)cccc2C(F)(F)F)c(C)o1 ?
GSIS activator: 6; Statin myotox sup: 4; Cneo AK release: 8; miR-122 sensor: -2; PGC1a acetyl inh: -4; PglD DTNB: 9; CFTR F508del cor: -1.3

What do the screens show for `Cc1cccc(C(=O)OCc2cc3ccccc3[nH]c2=O)c1`?
Statin myotox sup: 3; Cneo AK release: -2; miR-122 sensor: 8; PGC1a acetyl inh: 7; PglD DTNB: 1; FN deposit inh: 0

What do the screens show for `CNC[C@@H]1Oc2ncc(-c3ccccc3)cc2C(=O)N([C@H](C)CO)C[C@@H]1C`?
GSIS activator: -7; Statin myotox sup: 3; Cneo AK release: 1; miR-122 sensor: -6[16.7 µM]; PGC1a acetyl inh: -5; PglD DTNB: 0; FN deposit inh: -5; CFTR F508del cor: -0.4

Results for O=C(O)c1ccccc1Cc1ccc2c(c1)CCCC2 ?
Statin myotox sup: -5; Cneo AK release: -1; miR-122 sensor: -2; PGC1a acetyl inh: 7; PglD DTNB: -5; FN deposit inh: 6; CFTR F508del cor: 2.8

What do the screens show for `COc1cc(OC)c(OC)cc1/C=C1\Oc2cc(OCC(=O)N3Cc4ccccc4C[C@H]3C(=O)O)ccc2C1=O`?
Statin myotox sup: 2; Cneo AK release: 0; miR-122 sensor: -1; PGC1a acetyl inh: 5; PglD DTNB: -9

How did CC(C)C(=O)N1CCC1(C)C(=O)NCc1ccc(F)cc1Cl (stereo unspecified) do in these assays?
GSIS activator: 12; Statin myotox sup: -3; Cneo AK release: 1; miR-122 sensor: 3; PGC1a acetyl inh: -1; PglD DTNB: -4; FN deposit inh: -2; CFTR F508del cor: -3.4

What do the screens show for `CCN(Cc1ccccc1)C1CCN(Cc2ccccc2)CC1`?
Statin myotox sup: -9; Cneo AK release: 1; miR-122 sensor: 6; PGC1a acetyl inh: -9; PglD DTNB: 12

How did COc1ccc(NC(=O)N2CC(=O)N3[C@H](C2)[C@H](c2ccc(Br)cc2)[C@@H]3CO)cc1 do in these assays?
GSIS activator: -8; PGC1a acetyl inh: 2; FN deposit inh: -6; CFTR F508del cor: -1.7

Results for Cc1ccc(S(=O)(=O)NC2CCCCCC2)cc1 ?
Statin myotox sup: 5; Cneo AK release: 1; miR-122 sensor: 106*; PGC1a acetyl inh: -13; PglD DTNB: 1; FN deposit inh: -3; CFTR F508del cor: 0.6

Results for COc1ccc(-c2cccc(C3CC=CC4C3C(=O)N(Cc3ccccc3)C4c3ccc(C(F)(F)F)cc3)c2)cc1 (stereo unspecified) ?
GSIS activator: 23; Statin myotox sup: 7; Cneo AK release: -3; miR-122 sensor: 8; PGC1a acetyl inh: -9; PglD DTNB: 0; FN deposit inh: -3; CFTR F508del cor: -0.8

What do the screens show for `OC[C@H]1[C@H](c2ccc(C#Cc3cccnc3)cc2)[C@@H]2CN(Cc3ccccc3F)CCCCN12`?
GSIS activator: -16; Statin myotox sup: 32; Cneo AK release: 61; miR-122 sensor: 8[16.7 µM]; PGC1a acetyl inh: 8; PglD DTNB: 1; CFTR F508del cor: 1.2

How did CCOc1ccccc1OCCOc1ccccc1CC do in these assays?
Statin myotox sup: 128*; Cneo AK release: -3; miR-122 sensor: 3; PGC1a acetyl inh: -18; PglD DTNB: -4

What do the screens show for `CNC[C@@H]1Oc2c(NC(=O)Nc3c(C)noc3C)cccc2C(=O)N([C@@H](C)CO)C[C@H]1C`?
GSIS activator: 0; Statin myotox sup: 7; Cneo AK release: 10; miR-122 sensor: -5[16.7 µM]; PGC1a acetyl inh: 2; PglD DTNB: -2; FN deposit inh: -12; CFTR F508del cor: -0.5

How did COc1ccc(-c2ccccc2)cc1NC(=O)[C@@H]1O[C@H](CO)[C@H](O)[C@H](O)[C@H]1O do in these assays?
GSIS activator: -6; Statin myotox sup: 5; Cneo AK release: 1; miR-122 sensor: 3; PGC1a acetyl inh: 9; PglD DTNB: -6; FN deposit inh: 0; CFTR F508del cor: 0.6

What do the screens show for `N/C(=N\OC(=O)c1ccccc1F)c1ccc([N+](=O)[O-])cc1`?
GSIS activator: 13; Statin myotox sup: 11; Cneo AK release: 1; PglD DTNB: 0; FN deposit inh: 3; CFTR F508del cor: -0.3

Results for O=C(C[C@@H]1CC[C@@H](NS(=O)(=O)c2ccc(F)cc2)[C@H](CO)O1)NCc1ccc(Cl)c(Cl)c1 ?
GSIS activator: -23; Statin myotox sup: 30; Cneo AK release: 3; miR-122 sensor: -1[16.7 µM]; PGC1a acetyl inh: -17; PglD DTNB: 6; CFTR F508del cor: 0.7

What do the screens show for `O=C(CN1c2cccc3cccc(c23)S1(=O)=O)NCc1ccccc1Cl`?
GSIS activator: -4; Statin myotox sup: 0; Cneo AK release: -1; miR-122 sensor: 2; PGC1a acetyl inh: 3; PglD DTNB: -2; FN deposit inh: -4; CFTR F508del cor: -3.4

Results for CS(=O)(=O)Nc1ccc(C(=O)Nc2cccc([N+](=O)[O-])c2)cc1 ?
GSIS activator: -4; PGC1a acetyl inh: -12; FN deposit inh: -2; CFTR F508del cor: 0.2

What do the screens show for `COc1ccc(S(=O)(=O)N(C)C[C@H]2Oc3c(NC(=O)CCC(F)(F)F)cccc3C(=O)N([C@H](C)CO)C[C@@H]2C)cc1`?
GSIS activator: -15; Statin myotox sup: 1; Cneo AK release: 2; miR-122 sensor: 4; PGC1a acetyl inh: 4; PglD DTNB: -1; FN deposit inh: -12; CFTR F508del cor: -2.5

What do the screens show for `Cc1ccc(S(=O)(=O)N2CCOC2CNC(=O)C(=O)NCCc2ccccc2)cc1` (stereo unspecified)?
GSIS activator: -30; Statin myotox sup: 8; Cneo AK release: 1; miR-122 sensor: 6; PGC1a acetyl inh: -4; PglD DTNB: 0; FN deposit inh: -4; CFTR F508del cor: -0.3

What do the screens show for `CCC(/C=C1\Sc2ccc(OC)cc2N1CCO)=C\c1sc2ccc(OC)cc2[n+]1CCO`?
GSIS activator: 2; Statin myotox sup: -117; Cneo AK release: -4; miR-122 sensor: -3; PGC1a acetyl inh: 8; PglD DTNB: -1; FN deposit inh: -6

What do the screens show for `CC(C)(O)C#Cc1ccc([C@H]2[C@@H](CO)N3CCCCN(C(=O)c4ccc(F)cc4)C[C@@H]23)cc1`?
GSIS activator: 9; Statin myotox sup: 18; Cneo AK release: -2; miR-122 sensor: 21[16.7 µM]; PGC1a acetyl inh: 3; PglD DTNB: 6; CFTR F508del cor: -1.4

Results for COc1ccccc1NC(=O)CN1CCC(n2nnc3cc(F)ccc32)CC1 ?
Statin myotox sup: -10; Cneo AK release: -3; miR-122 sensor: 4; PGC1a acetyl inh: -12; PglD DTNB: 2; FN deposit inh: 6

How did COC(=O)[C@@H]1[C@@H](CO)[C@@H]2Cn3c(ccc(-c4ccc(F)cc4)c3=O)[C@@H]2N1C do in these assays?
GSIS activator: -3; Statin myotox sup: 21; Cneo AK release: -4; miR-122 sensor: -8[16.7 µM]; PglD DTNB: 0; CFTR F508del cor: -1.3

Results for CCn1c(CNC(=O)COC)nc2ccccc21 ?
GSIS activator: -1; Statin myotox sup: 9; Cneo AK release: 0; PglD DTNB: 6; FN deposit inh: 13; CFTR F508del cor: -2.7

How did COC(=O)CSc1nnc(-c2cccnc2)o1 do in these assays?
Cneo AK release: 0; miR-122 sensor: 5; PGC1a acetyl inh: 9; PglD DTNB: 0; FN deposit inh: 2

Results for COCC(=O)Nc1ccc2c(c1)OC[C@@H](C)NC[C@@H](C)[C@@H](OC)CN(C)C2=O ?
GSIS activator: 16; Statin myotox sup: 5; Cneo AK release: 6; miR-122 sensor: 1[16.7 µM]; PglD DTNB: -4; FN deposit inh: -3
